Vif-A3F inh: inhibitors of Vif-A3F interaction; Potency, µM (top dose mostly 46.1 µM), for the others: at the highest dose activity, negative = active; 390,000 tested, 0.2% active; HeLa A3F-eYFP + Vif (tagged APOBEC3F with the HIV-1 protein that degrades it), YFP fluorescence increase; AID 602313; further: potency means the concentration at half of the fitted maximal effect; % of control where 0% means no effect; nearly all actives have a fitted effect of over 65% in size
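Fluorescence increase (Ex 488/Em 500-530) after overnight compound treatment at 37 deg C flags inhibition of Vif-driven A3F-eYFP loss in stable HeLa A3F-eYFP/Vif cells seeded overnight beforehand.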
TrxR1 inh: rat TrxR1 inhibition. 390,000 tested, 1% active. recombinant rTrxR1, NADPH fluorescence consumption, selenite substrate. O89049. Potency, µM (titrated, usually from 114 µM), inactives show at the top dose activity change, negative = inhibition, hits mostly inhibitors; further: potency means the concentration at half of the fitted maximal effect; on the % scale 0 is the no-effect control and ±100 the full control effect; nearly all actives have a fitted effect of over 65% in size
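Rat TrxR1 (90 nM in the dispensed reagent) was pre-reduced with 400 uM NADPH for 5 min at room temperature, then incubated with compound for 15 min. After 400 uM selenite was added, NADPH fluorescence (Ex 340/Em 450 nm) was followed for 8 min.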
Vif-A3G inh: inhibitors of Vif-APOBEC3G interaction; 410,000 tested, 0.076% active; HeLa A3G-eYFP + Vif (tagged APOBEC3G with the HIV-1 protein that degrades it), YFP fluorescence, overnight; Q9HC16; Potency, µM (highest dose often 46.1 µM), for the others: at the top dose activity, negative = active, most hits filed as inhibitors;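 further: potency means the concentration at half of the fitted maximal effect; on the % scale 0 is the no-effect control and ±100 the full control effect; nearly all actives have a fitted effect of over 60% in size; hits raise eYFP signal because A3G escapes Vif-driven loss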
Target sequence (Q9HC16 whole entry, looked up): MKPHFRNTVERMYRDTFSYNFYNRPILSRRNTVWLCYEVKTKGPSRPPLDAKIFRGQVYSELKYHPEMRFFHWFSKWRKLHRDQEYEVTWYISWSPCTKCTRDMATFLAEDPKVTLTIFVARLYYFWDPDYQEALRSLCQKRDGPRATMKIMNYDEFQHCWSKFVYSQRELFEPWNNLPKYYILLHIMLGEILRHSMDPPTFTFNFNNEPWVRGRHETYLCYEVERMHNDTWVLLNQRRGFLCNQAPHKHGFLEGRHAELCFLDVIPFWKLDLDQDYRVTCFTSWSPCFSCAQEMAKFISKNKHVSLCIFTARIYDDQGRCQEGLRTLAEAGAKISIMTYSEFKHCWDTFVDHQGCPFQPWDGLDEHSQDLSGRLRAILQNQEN
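HeLa cells stably expressing Vif and C-terminally eYFP-tagged A3G, seeded overnight at 37 deg C, then exposed to compound by pintool overnight at 37 deg C. Rise in yellow fluorescence (Ex 488/Em 500-530, Acumen) marks blocked Vif-driven A3G degradation.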
IDH1 R132H inh: blocks human mutant IDH1 R132H enzyme | O75874 | IDH1-R132H enzyme, NADPH consumption, diaphorase/resazurin fluorescence | Potency, µM (highest dose often 76.6 µM), for the others: at the highest dose activity change, negative = inhibition, most hits filed as inhibitors | 390,000 tested, 0.093% active; further: potency means the concentration at half of the fitted maximal effect; on the % scale 0 is the no-effect control and ±100 the full control effect; nearly all actives have a fitted effect of over 65% in size
Target sequence (O75874 whole entry R132H, stated change not applied): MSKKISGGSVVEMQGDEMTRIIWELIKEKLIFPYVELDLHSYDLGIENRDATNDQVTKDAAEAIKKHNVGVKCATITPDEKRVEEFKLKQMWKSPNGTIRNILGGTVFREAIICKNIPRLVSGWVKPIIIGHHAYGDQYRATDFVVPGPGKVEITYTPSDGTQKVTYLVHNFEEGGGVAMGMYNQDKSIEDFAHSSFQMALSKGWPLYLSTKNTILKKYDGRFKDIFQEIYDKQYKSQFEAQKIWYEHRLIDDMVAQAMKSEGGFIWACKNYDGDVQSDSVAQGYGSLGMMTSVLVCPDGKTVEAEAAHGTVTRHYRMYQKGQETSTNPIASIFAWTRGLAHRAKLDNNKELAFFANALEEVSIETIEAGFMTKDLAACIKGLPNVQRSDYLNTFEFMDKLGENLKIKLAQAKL
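IDH1-R132H (0.5 ug/mL) preincubated 30 min with compound, then NADPH (0.016 mM) and alpha-KG (2 mM) added; 80 min at RT, pH 7.5. Remaining NADPH coupled via diaphorase/resazurin to fluorescence (540/590 nm); concentration-response curves normalized to no-enzyme control.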
USP1-UAF1 inh: inhibitors of human USP1/UAF1 deubiquitinase; O94782; recombinant USP1/UAF1, Ub-Rhodamine cleavage fluorescence; Potency, µM (highest dose often 57.1 µM), for the others: at the highest dose activity change, negative = inhibition, most hits filed as inhibitors; 390,000 tested, 0.23% active; AID 743255; further: potency means the concentration at half of the fitted maximal effect; on the % scale 0 is the no-effect control and ±100 the full control effect; nearly all actives have a fitted effect of over 60% in size; inactives centre near -12
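USP1/UAF1 complex at 1 nM was preincubated with compound for 15 min at room temperature, then Ub-Rho substrate (150nM final) was added. Fluorescence (480/540 nm) was read kinetically, 6 reads every 60 seconds.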
GRP78 ERSR act: ER stress response induction in glioma; U87-MG GRP78 promoter luciferase reporter, 16 h; Potency, µM, inactives show at the top dose activation, hits mostly activators; 420,000 tested, 0.02% active; AID 602332; further: potency means the concentration at half of the fitted maximal effect; series mostly up to about 76 µM; % of control where 0% means no effect; nearly all actives have a fitted effect of over 35% in size
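Stably transfected U87-MG glioma cells carrying a GRP78-based luciferase sensor; 16 h compound incubation. Luminescence end-point read 10 min after Bright-Glo addition at room temperature.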
LDHA inh: inhibitors of human lactate dehydrogenase A | AID 1347041 | P00338 | activity change, % (values are at about 110 or 230 µM) | purified LDHA, NADH/diaphorase-resazurin fluorescence; hits give low values | 480,000 tested, 0.15% active; in the data active means activity change below about -30%; inconclusive means mostly about -25% to -30%;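 further: plate controls were DMSO wells for no effect and wells without enzyme for full effect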
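Remaining NADH was detected by diaphorase (0.133 mg/mL) converting 37 µM resazurin to fluorescent resorufin, read at 0 and 20 minutes. The preceding 5-minute room-temperature reaction used 2 nM LDHA, 0.2 mM sodium pyruvate and 0.06 mM NADH at pH 7.4.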
RGS4 inh: human RGS4 inhibition | Potency, µM (series often up to 114 µM), for the others: at the highest dose activity change, negative = inhibition, hits mostly inhibitors | Transcreener GDP fluorescence polarization, RGS4-accelerated GTP hydrolysis | AID 504845 | 390,000 tested, 0.039% active; further: potency means the concentration at half of the fitted maximal effect; on the % scale 0 is the no-effect control and ±100 the full control effect; nearly all actives have a fitted effect of over 75% in size; some results filed as inactive show a strong effect at the top dose
Target sequence (P49798 whole entry, looked up): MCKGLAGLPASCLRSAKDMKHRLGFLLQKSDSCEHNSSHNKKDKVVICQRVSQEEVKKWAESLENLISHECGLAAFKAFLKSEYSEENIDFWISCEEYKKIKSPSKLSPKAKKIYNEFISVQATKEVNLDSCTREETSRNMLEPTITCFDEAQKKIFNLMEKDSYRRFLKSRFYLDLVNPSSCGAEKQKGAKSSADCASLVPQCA
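MLSMR compounds (23 nl, pin-transferred) preincubated 10 min at room temperature with a 500nM (2x) first reagent, then RGS4 at 900nM (2x) plus Transcreener GDP mix added; fluorescence polarization (620/688 nm) read before and after 90 min at 30 °C.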
TrxR1 substrate: is turned over as a substrate by rat TrxR1. purified TrxR1 substrate turnover, NADPH consumption readout. Potency, µM (doses to about 114 µM), for the others: top-dose activity change, negative = substrate turnover. O89049. 390,000 tested, 0.01% active; further: potency means the concentration at half of the fitted maximal effect; on the % scale 0 is the no-effect control and ±100 the full control effect; nearly all actives have a fitted effect of over 50% in size
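Rat TrxR1, dispensed at 90 nM, was prereduced with 400 uM NADPH (final) for 5 min at ~22 deg C, then incubated with compound 15 min before 400 uM selenite. A first-read NADPH fluorescence drop versus no-compound background flagged substrates.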
Numbers without * were called inactive; ? = inconclusive; · = not tested or not shown; & = joins results of further samples; [ ] = another dose, or the depositor's remark. Unless noted, the call rests on the fitted dose curve; in most records, active means well fitted curve in the direction sought with a large enough effect; inconclusive means small, poorly fitted or top-dose-only effect, or another doubt; inactive means no such curve, though single readings can be large; an effect the other way counts as inactive or inconclusive.

no. | structure | Vif-A3F inh | TrxR1 inh | Vif-A3G inh | IDH1 R132H inh | USP1-UAF1 inh | GRP78 ERSR act | LDHA inh | RGS4 inh | TrxR1 substrate
1 | Cc1nn(C)c2c1c(C(F)(F)F)cc(=O)n2Cc1cccc(Br)c1 | -1% | 30%[57.1 µM] | -5% | 4% | -28% | 0% | -4 | 14% | 15%[57.1 µM]
2 | Cc1ccccc1C(=O)OCc1cc(=O)n2nc(C(C)C)sc2n1 | 9% | 6%[57.1 µM] | -1% | 10% | ? | -3% | 0 | -26% | -1%[57.1 µM]
3 | O=C(CCC1CCCCC1)Nc1nncs1 | -21% | 4%[57.1 µM] | 2% | -1% | -1% | 0% | -8 | -2% | 1%[57.1 µM]
4 | C=CCc1ccccc1OCC(O)CN1CCN(CCN2C(=O)c3cccc4cccc(c34)C2=O)CC1 (stereo not given) | -4% | -1% | 1% | 7% | -13% | -6% | -4 | 4% | -5%
5 | CCCNC(=O)C12CCC(C)(C(=O)C1Br)C2(C)C (stereo not given) | 0% | -5% | -1% | 1% | -15% | -3% | 5 | -29% | -7%
6 | CN(Cc1ccccc1)c1nc2c(c(=O)[nH]c(=O)n2C)n1Cc1ccccc1 | 1% | -3% | -6% | 10% | -13% | -1% | -5 | -28% | 0%
7 | COCc1cc(=O)[nH]c(/N=C(\N)Nc2ccc(C)cc2)n1 | -2% | 10% | 0% | 4% | 1% | -1% | -3 | -11% | 4%
8 | Cc1nn(CC(=O)NCc2ccccc2Br)c(=O)c2cc3occc3n12 | · | 6% | · | · | -22% | · | -2 | 3% | 1%
9 | CCNc1nc(NCC)n2c(SCC(=O)Nc3ccccc3C(F)(F)F)nnc2n1 | -9% | 13% | 7% | -3% | -16% | -3% | -4 | 12% | 1%
10 | COCCNC(=O)C(OC(=O)C1=Cc2ccccc2OC1)C(C)C (stereo not given) | 9% | 13% | 0% | 2% | -20% | -3% | 5 | 13% | 5%
11 | Cc1ccc(CCNC(=O)CN2C(=O)COc3ccc(S(=O)(=O)N4CCOCC4)cc32)cc1 | 1% | 5% | 2% | -6% | -16% | 0% | -5 | 3%[11.4 µM] | -1%
12 | Cc1nn(CC(=O)N2CCN(c3ccccn3)CC2)c(=O)c2cc3sccc3n12 | 7% | 26% | 3% | 3% | -3% | -6% | -4 | -9% | -2%
13 | C=CCN1C(=O)c2ccc(C(=O)N(C)CC(=O)Nc3cccc(F)c3)cc2C1=O | 2% | -10% | 1% | 5% | -11% | -1% | 1 | 3% | -6%
14 | O=C(O)CCC(=O)N1N=C(c2ccccc2)CC1c1ccc2nccnc2c1 (stereo not given) | -9% | -7% | -1% | 0% | -15% | -2% | -14&1 | 2% | -6%
15 | OC(COc1ccc2ccccc2c1)CN1CCOCC1 (stereo not given) | 8%&4% | 10%[11.4 µM] | 1%&-14% | 3%&0% | -3%&-8% | ? | 1&0 | 12%&4% | 6%[11.4 µM]
16 | COc1ccccc1C(=O)N1CCN(S(=O)(=O)c2ccccc2)CC1 | · | -6% | 0% | 15% | 5% | 2% | -5 | 32% | -3%
17 | Cc1nc(N)nc(N)c1Oc1ccc(Cl)cc1 | 9% | -13%[2.29 µM] | 4% | -8% | -26% | -2% | -3 | -12% | -1%[2.29 µM]
18 | CCCCC(=O)Nc1nc(C)c(-c2csc(Nc3cc(Cl)ccc3OC)n2)s1 | 1% | 6%[57.1 µM] | -4% | 12% | -28% | -2% | 0 | ? | -7%[57.1 µM]
19 | Cn1c(SCC(=O)Nc2cc(C(C)(C)C)nn2-c2ccccc2)nc2ccccc21 | -28% | -14%[11.4 µM] | 1% | 0% | -21% | -2% | 1 | -21% | -7%[11.4 µM]
20 | CCc1ccc(CNC(=O)c2cc3cc4ccc(OC)cc4nc3o2)cc1 | -3% | 20% | 3% | -3% | -24% | -3% | 0 | 2% | 11%
21 | O=c1cnnc(Nc2cccc(C(F)(F)F)c2)[nH]1 | 1% | 7% | 2% | -1% | -15% | -3% | -6 | -1% | -4%
22 | COc1cccc(NC(=O)Cn2c(=O)n(CCC(=O)NC3CCN(Cc4ccccc4)CC3)c(=O)c3ccccc32)c1 | -20% | 12% | -2% | -17% | 3% | 0% | -12 | 19%[11.4 µM] | -2%
23 | CCOc1ccc(NC(=O)CSc2nnc(-c3ccncc3)n2CC2CCCO2)cc1 (stereo not given) | · | 1% | -2% | -2% | -22% | -5% | -6 | -41% | -2%
24 | O=C(COc1ccccc1)Nc1cccc(-c2ccc(N3CCOCC3)nn2)c1 | -7% | -3% | -3% | -2% | -15% | -2% | -7 | 25% | -5%
25 | COc1ccccc1NC(=O)CN(Cc1ccco1)C(=O)c1cc(Cl)c(OC)c(OC)c1 | 1% | · | 0% | 7% | -11% | -4% | -2 | · | ·
26 | O=C(COc1ccc(NC(=O)c2cccs2)cc1)c1ccc(F)cc1 | -16% | -5% | 0% | 7% | -3% | -6% | -11 | 14% | -9%
27 | Cc1cccc(-n2c(-c3ccco3)nc3c(cnn3-c3ccccc3C)c2=O)c1 | -4% | -9% | 3% | 16% | -17% | 2% | 0 | 9% | -1%
28 | O=C(O)Cc1ccc2ocnc2c1 | -3% | 18%[57.1 µM] | 0% | 7% | -23% | -4% | -1 | 3%[11.4 µM] | -7%
29 | Cc1cccc(NC(=O)CSc2nc3c(c(=O)[nH]2)CCC3)c1C | -8% | -3% | -2% | 11% | -3% | -4% | -10&5 | 19% | -3%
30 | O=C(Nc1ccccc1)C1COc2ccccc2O1 (stereo not given) | -7% | 6%[57.1 µM] | 2% | 6% | -2% | 0% | -6 | 16% | 4%[57.1 µM]
31 | Cc1cccc(NC(=O)CSCC(=O)Nc2cc(S(=O)(=O)N3CCOCC3)ccc2N2CCCC2)c1 | 2% | 7% | -7% | 1% | -14% | -5% | 0 | -1% | -2%
32 | COC(=O)c1ccc2nc(-c3ccc4c(c3)OCO4)cn2c1 | 5% | 25%[57.1 µM] | 0% | 15% | -4% | -14% | -5 | -24% | 0%[57.1 µM]
33 | CC(=O)Nc1cccc(Oc2ncnc3scc(-c4ccccc4)c23)c1 | 2% | 28% | -6% | -8% | -24% | -6% | -5 | -14% | 1%
34 | CC1CCCN(CCC(=O)Nc2ccccc2)C1 (stereo not given) | 0% | 0%[57.1 µM] | 0% | 0% | -9% | 0% | -2 | -16% | 4%[57.1 µM]
35 | COc1cccc(OCC(=O)NNC(=O)c2cnccn2)c1 | 4% | 7% | 0% | -11% | -12% | -1% | -4 | 8% | -3%
36 | N#CCCN(C(=O)COC(=O)CNC(=O)c1cccs1)c1ccc(F)cc1 | -7% | -8% | 4% | 1% | 2% | -2% | -7 | -11% | -3%
37 | COc1ccc(CCNC(=O)c2ccc3c(c2)c(C)c(C)n3Cc2ccc(F)cc2)c(OC)c1OC | -2% | 22%[57.1 µM] | 2% | -4% | -20% | -1% | 0 | 1% | 2%[57.1 µM]
38 | COC(=O)C1=C(C)NC(=O)NC1C1CC=CCC1 (stereo not given) | 6% | -15%[57.1 µM] | 1% | -8% | -3% | -4% | -3 | -19% | 6%[57.1 µM]
39 | O=C(Cn1cnc2c(nc3n2CCCCC3)c1=O)Nc1ccc(F)c(Cl)c1 | -10% | 8% | -4% | -2% | -20% | -3% | -3 | 13% | -8%
40 | CC(=O)Nc1ccc(SCCN2CCN(C)CCC2=O)cc1 | · | 15% | -2% | · | · | -2% | · | -17% | 2%
41 | O=C(Nc1c(F)cccc1F)c1ccc(-n2cncn2)nc1 | -1% | 22% | 2% | 4% | -19% | -2% | -7 | -23% | 10%
42 | CCOc1ccc2nc(Cl)c(CN(C(C)=O)C3CCCCC3)cc2c1 | 6% | 10%[57.1 µM] | -2% | 1% | -13% | -1% | 0 | -6% | -3%[57.1 µM]
43 | COc1ccc(N2CCN(c3oc(Cc4ccccc4)nc3C#N)CC2)cc1 | -4% | 29% | -19% | 1% | -17% | -2% | -3 | -10% | 5%
44 | CCOC(=O)C(C#N)c1ccccn1 (stereo not given) | 6% | 1% | 6% | -1% | -13% | 6% | -1 | 24% | 1%
45 | CCOC(=O)[C@H]1[C@H]2COc3ccc(Cl)cc3[C@@H]2N2C(=O)CN(C)C(=O)[C@@]12C | -1% | 19%[57.1 µM] | 0% | 7% | -30% | -2% | -5 | -7% | 6%
46 | Cc1cc(=O)[nH]c(Nc2cccc(F)c2)n1 | -5% | 7% | 1% | 1% | -5% | -4% | -4 | -9% | 7%[57.1 µM]
47 | O=C(NNc1c(F)c(F)cc(F)c1F)c1ccc(Cl)nc1 | -5% | 2%[57.1 µM] | -3% | -4% | -15% | -1% | 2 | -20% | 5%[57.1 µM]
48 | COc1ccccc1CNC(=O)CN1C(=O)NC2(CCCCCCC2)C1=O | 1% | 4%[2.29 µM] | 4% | -9% | -2% | -2% | -4 | 3% | 6%[57.1 µM]
49 | c1ccc(-c2noc(-c3ccncc3)n2)nc1 | -5% | 24% | -4% | -1% | -2% | -8% | -2 | -5% | 12%

Bioassay records deposited in PubChem by National Center for Advancing Translational Sciences (NCATS).

Some of the compounds tested (hit frequency here may not be typical).
